Rev-erbA mod: modulates human Rev-erb alpha binding to DNA; P20393; Rev-erbα–FITC-DNA binding, fluorescence polarization, 90 min; activity, % at 10 µM; 370,000 tested, 0.79% active; AID 1259318;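 active = activity above about 14%, limit read from the data; passing the limit was not always enough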;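 note: 0% = DMSO wells with 35 nM protein and 100% = DMSO wells with 750 nM protein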
mABHD4 FP: inhibitors of mouse ABHD4 | inhibition, % at 8.92 µM | 370,000 tested, 0.54% active | AID 720543 | purified mABHD4, FP-Rh probe fluorescence polarization;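 active = inhibition exceeding the mean over every tested compound plus 3 SD, cut at about 30% in these data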;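 note: 0% = plate median of compound wells and 100% = S159A mutant with DMSO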
Target sequence (Q8VD66 whole entry, looked up): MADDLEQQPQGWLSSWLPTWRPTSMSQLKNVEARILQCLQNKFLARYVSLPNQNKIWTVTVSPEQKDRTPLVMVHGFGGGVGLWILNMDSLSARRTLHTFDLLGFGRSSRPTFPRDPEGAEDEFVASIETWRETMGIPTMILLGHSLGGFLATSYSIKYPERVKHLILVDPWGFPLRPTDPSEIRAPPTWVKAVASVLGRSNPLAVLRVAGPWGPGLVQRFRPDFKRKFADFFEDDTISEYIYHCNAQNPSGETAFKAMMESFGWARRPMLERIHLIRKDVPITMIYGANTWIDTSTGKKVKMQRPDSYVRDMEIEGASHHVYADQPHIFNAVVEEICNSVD
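Material: mouse ABHD4 enzyme, wild type; Benchmarks: S159A mutant high control, sample median low control; Buffer or medium: HEPES pH 7.0, NaCl, Pluronic buffer; Signal: fluorescence polarization; Read-out: percent inhibition of probe binding, normalized to plate controls; Timing: pre-incubation 45 min, probe exposure 60 min, at 25 °C; Dosing: 8.92 µM, single dose.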
PRMT1 inh: inhibitors of human PRMT1; inhibition, % at 2.79 µM; AID 652257; 370,000 tested, 1.3% active; Q99873; recombinant PRMT1, activity-based probe fluorescence polarization;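 active = inhibition above about 21% made by adding two undisclosed values, limit read from the data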
PG9 Ab binder: PG9 antibody binding by small molecule | TR-FRET gp120-PG9 antibody binding | inhibition, % at 6.7 µM | 360,000 tested, 0.43% active; in the data active = inhibition above about 8.5%
HTRA1 inhibitor: HTRA1 (human) protease inhibition; recombinant HTRA1, FP-rhodamine activity-based probe, fluorescence polarization; AID 504803; 340,000 tested, 0.5% active; Q92743; inhibition, % at 5.96 µM; in the data active = inhibition above about 36%;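 note: 0% = enzyme with DMSO and 100% = wells lacking enzyme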
TCR CD3 inh: inhibitors of human TCR-CD3 interaction. TAMRA-labeled TCR probe fluorescence, biochemical. inhibition, % at 9.4 µM. 360,000 tested, 0.37% active. AID 651800; in the data active = inhibition above about 19%;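 note: recombinant mutant TCR 2C K166C tagged with TAMRA read by polarization; 0% = receptor in buffer alone and 100% = receptor with positive control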
rCAG RNA binder: r(CAG) repeat RNA binding; AID 651821; inhibition, % at 3 µM; 370,000 tested, 1.3% active; TO-PRO-1 dye displacement fluorescence;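 active = inhibition above the plate cutoff, the mean of all test compounds on that plate plus 3 SD, cut at about 35% in these data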;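 note: 0% = DMSO alone and 100% = 100 µM mitoxantrone as full dye displacement; higher means more dye released from RNA so lower well fluorescence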
LEDGF integ inh: blocks HIV-1 LEDGF/p75-dependent DNA integration; TR-FRET IN-LEDGF/p75 DNA integration, Eu/Cy5; inhibition, % at 3.7 µM; 370,000 tested, 0.64% active;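 active = inhibition above the screen-wide mean plus 3 SD, cut at about 13% in these data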;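 note: signal is the Cy5 over europium emission ratio at 671 and 618 nm; 0% = plate median of compound wells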
SIAE primary: human SIAE inhibition, primary screen; SIAE FP-Rh probe binding, fluorescence polarization; inhibition, % at 9.66 µM; AID 1053197; Q9HAT2; 370,000 tested, 0.69% active;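 active = inhibition above a cutoff: mean of compounds within the control limits plus 3 SD of those, cut at about 17% in these data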;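 note: 0% = plate median of compound wells and 100% = probe without SIAE protein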
Target sequence (Q9HAT2 whole entry, looked up): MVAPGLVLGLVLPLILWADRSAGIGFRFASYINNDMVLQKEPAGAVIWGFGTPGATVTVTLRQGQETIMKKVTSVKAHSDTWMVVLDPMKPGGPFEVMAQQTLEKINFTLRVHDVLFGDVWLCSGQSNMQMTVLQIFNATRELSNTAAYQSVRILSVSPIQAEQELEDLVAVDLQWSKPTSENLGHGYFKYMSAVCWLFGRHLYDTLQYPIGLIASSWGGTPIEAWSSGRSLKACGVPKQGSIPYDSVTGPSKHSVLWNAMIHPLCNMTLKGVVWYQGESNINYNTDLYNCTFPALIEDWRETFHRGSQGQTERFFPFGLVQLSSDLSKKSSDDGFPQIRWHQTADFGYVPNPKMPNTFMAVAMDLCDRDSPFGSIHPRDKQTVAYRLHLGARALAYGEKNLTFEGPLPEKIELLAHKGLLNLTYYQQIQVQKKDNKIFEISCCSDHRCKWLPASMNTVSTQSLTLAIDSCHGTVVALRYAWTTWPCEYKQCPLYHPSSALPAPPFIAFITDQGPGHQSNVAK
TDP2 absorb: TDP2 (human) inhibition, absorbance primary screen. 370,000 tested, 0.34% active. recombinant TDP2, T5PNP hydrolysis, p-nitrophenol absorbance 415 nm. inhibition, % at 12.8 µM;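 active = inhibition above the mean of all tested compounds plus 3 SD, set per campaign, cut at about 25% in these data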;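 note: 0% = DMSO with enzyme and 100% = buffer with substrate but no TDP2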
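test system = human TDP2 enzyme | input = TDP2 enzyme at 120 nM final | medium = 50 mM Tris-HCl pH 7.5 with Mg2+, KCl, DTT, BSA | also added = T5PNP substrate, 5 mM | times = 2 h at 37 °C | technique = epi absorbance | benchmarks = high control without enzyme, low control DMSO plus TDP2 | replication = each compound tested once, singlicate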
Numbers without * were called inactive; / = no result given.

SMILES | Rev-erbA mod | mABHD4 FP | PRMT1 inh | PG9 Ab binder | HTRA1 inhibitor | TCR CD3 inh | rCAG RNA binder | LEDGF integ inh | SIAE primary | TDP2 absorb
Cc1cccc(S(=O)(=O)N(C)C[C@@H]2OCc3cnnn3CCCC(=O)N([C@H](C)CO)C[C@H]2C)c1 | -1 | 2 | 1 | 0.0 | 1 | 3 | 1 | 0 | 7 | 5
CCCCCC(=O)NC(=S)NNC(=O)c1ccc([N+](=O)[O-])cc1 | 4 | -6 | 0 | -1.9 | 3 | 10 | 2 | 0 | -3 | -6
CC(=O)N1CCN(S(=O)(=O)c2cccc(C(=O)N(Cc3ccccc3)c3ccc(C)cc3)c2)CC1 | -8 | 4 | 7 | 2.2 | 0 | 6 | -4 | -2 | -1 | 6
FC(F)(F)c1cc(-c2cccs2)nc(-n2cc(Cl)cn2)n1 | 4 | 0 | -1 | 2.0 | -7 | 1 | -2 | 1 | 4 | 8
CCCc1nnc(SCc2ccc(OCC)cc2)n1N | 6 | 2 | -3 | -1.2 | -6 | 4 | -1 | -3 | -3 | -10
COc1ccc(N=Cc2c(O)n(-c3cccc(C)n3)c(=O)c3ccccc23)cc1 | -1 | -15 | -2 | 0.2 | -1 | -2 | -1 | -2 | 0 | -8
O=C(NCC(=O)N1CCCCCCC1)c1ccc(Br)o1 | -5 | 1 | 1 | 0.4 | 6 | 2 | -5 | 2 | -5 | 3
NC(=O)COC(=O)CC(NC(N)=O)c1ccc(Cl)cc1 (configuration not stated) | -9 | -7 | 0 | -1.1 | 6 | -1 | 1 | 0 | 4 | 6
CC(=O)Nc1ccc(S(=O)(=O)n2nc(-c3ccc(C)cc3)nc2N)cc1 | 3 | -17 | 0 | 1.4 | -19 | 0 | 2 | 0 | -15 | -5
Cn1c(=O)n(C)c2cc(NC(=O)CCl)ccc21 | -4 | -1 | 0 | -1.3 | 3 | 8 | -1 | -2 | -1 | 7
Cc1ccc(C(=O)c2c[nH]c(C(=O)NCc3cccnc3)c2)cc1 | 0 | 7 | 1 | -1.3 | 2 | -1 | -3 | -3 | -7 | -3
O=C(NCc1ccco1)c1ccccc1NS(=O)(=O)c1ccc(Cl)s1 | -1 | 3 | 5 | 0.2 | -3 | 1 | 20 | 0 | -3 | -1
CCc1ccccc1NC(=O)Nc1ccc(F)cc1 | -1 | -1 | -4 | 0.1 | 4 | -2 | 2 | 1 | 10 | -1
Cc1cccc(C(=O)c2c(N)sc3c2CCCC3)c1 | -2 | 14 | 6 | -0.8 | -2 | -3 | 14 | 2 | 6 | -4
Cc1nc2ccc(C(=O)O)cc2c2c1CC(C)S2 (configuration not stated) | -4 | -4 | 7 | -0.1 | -9 | 10 | 10 | 2 | -11 | -1
COc1ccc(CCNC(=O)CN(C)S(=O)(=O)c2cccs2)cc1OC | 1 | -1 | 0 | 1.2 | -8 | 6 | 1 | -3 | -2 | -3
CCN1CCN(c2ccc(S(=O)(=O)N3CCCCC3)cc2NC(=O)COc2ccccc2)CC1 | 3 | 2 | 4 | 0.8 | -15 | 3 | -6 | 2 | -2 | 6
Cn1c(CCN2CCN(c3ccccn3)CC2)nc2cc(NC(=O)COc3ccc(Cl)cc3)ccc21 | -1 | 1 | -2 | -2.0 | -3 | 10 | -2 | 8 | 2 | 3
Cc1ccc(-c2nn3c(C)nnc3s2)cc1NC(=O)C(C)C | -6 | -2 | -2 | -1.4 | 6 | 2 | 3 | 1 | -4 | -5
CSc1cccc(NC(=O)COC(=O)c2ccccn2)c1 | 4 | -5 | -1 | 1.1 | -5 | 7 | 3 | -5 | 5 | 0
Cc1ccc(NC(=O)CSc2nnc(C3COc4ccccc4O3)o2)c(Cl)c1 (configuration not stated) | -3 | -8 | -1 | 0.1 | -4 | 2 | -1 | 5 | -4 | -7
CCOc1ccc2nc(NC3=NC(c4ccc(OC)cc4)CC(=O)N3)nc(C)c2c1 (configuration not stated) | -13 | -7 | -2 | -1.5 | -34 | 6 | 23 | -4 | -9 | -4
C=CCN1C(=O)C(Cc2ccc(OC)cc2)SC1=Nc1ccc(C(=O)O)cc1 (configuration not stated) | -8 | 0 | 1 | -0.4 | 1 | -2 | 8 | -1 | -3 | 4
C=CCN(CC(=O)NCc1ccc(OC)cc1)C(=O)c1csnn1 | 0 | 1 | 2 | 0.9 | -2 | 5 | 0 | -3 | -4 | 6
C/C=C/c1ccc2c(c1)O[C@H](CN(C)CC1CCOCC1)[C@@H](C)CN([C@H](C)CO)S2(=O)=O | 3 | 6 | 2 | -0.3 | -4 | 4 | 1 | 5 | -3 | -5
CCOC(=O)[C@]12CCCCC/C=C\1N(Cc1ccc(OC)cc1)C(=O)[C@H]2CC(=O)N1CCN(C(=O)C2CC2)CC1 | 5 | -5 | 0 | / | / | / | 3 | -2 | -3 | 3
COc1c(C)cccc1C(=O)Nc1ccc(N2CCN(C(=O)c3ccccc3C)CC2)cc1 | 2 | 7 | 6 | -0.8 | 4 | -5 | -9 | -3 | 0 | -8
COc1ccc(CN2CCc3cc(OC)c(OC)cc3C2)cc1O | -7 | 3 | -3 | -0.9 | -1 | -4 | -5 | 0 | 5 | 5
Cc1ccc2c(N)[nH]nc2n1 | 7 | 1 | -2 | -1.8 | 1 | 3 | 3 | -2 | 10 | 7
CCNc1nnc(-c2ccc(C)cc2)o1 | 0 | -1 | -2 | -0.3 | -4 | 1 | 3 | 5 | -5 | 3
O=C1N/C(=N\N=C\c2cccs2)SC1Cc1ccc(Cl)c(Cl)c1 (configuration not stated) | 7 | 4 | 3 | -1.2 | 4 | -10 | 6 | -3 | 2 | -10
COc1ccc(OC)c(NC(=S)NCCC(c2ccccc2)c2ccccc2)c1 | 3 | -19 | 1 | 0.8 | -38 | -1 | 6 | 1 | -5 | 7
CC1CC2C(C(O)CC3(C)C2CCC3(O)C(=O)CO)C2(C)C=CC(=O)C=C12 (configuration not stated) | -2 | 0 | 4 | 1.6 | 5 | -4 | -1 | -2 | 1 | 5
CC(NC(=O)Cc1ccc(F)cc1)c1ccccc1 (configuration not stated) | -1 | -4 | -3 | 0.5 | 4 | 0 | -3 | 0 | 0 | -2
CC(NC(=O)c1ccc(N2CCCC2)c([N+](=O)[O-])c1)c1ccc(S(N)(=O)=O)cc1 (configuration not stated) | 4 | -4 | 2 | -1.2 | -4 | 3 | 6 | 4 | 1 | 3
COc1cc2c(cc1OC)-c1cc(Nc3cccc(F)c3)nc(=O)n1CC2 | 2 | -4 | 2 | 2.2 | -13 | 7 | -1 | 3 | -4 | 8

Some of the entries so far, with values under each structure.
Every second line gives: Rev-erbA mod, mABHD4 FP, PRMT1 inh, PG9 Ab binder, HTRA1 inhibitor, TCR CD3 inh, rCAG RNA binder, LEDGF integ inh, SIAE primary, TDP2 absorb
COc1c(C)cccc1C(=O)Nc1ccc(N2CCN(C(=O)c3ccccc3C)CC2)cc1
    2, 7, 6, -0.8, 4, -5, -9, -3, 0, -8
COc1ccc(CN2CCc3cc(OC)c(OC)cc3C2)cc1O
    -7, 3, -3, -0.9, -1, -4, -5, 0, 5, 5
Cc1ccc2c(N)[nH]nc2n1
    7, 1, -2, -1.8, 1, 3, 3, -2, 10, 7

(continued)
SMILES | Rev-erbA mod | mABHD4 FP | PRMT1 inh | PG9 Ab binder | HTRA1 inhibitor | TCR CD3 inh | rCAG RNA binder | LEDGF integ inh | SIAE primary | TDP2 absorb
CC1Cc2nc(SCC(=O)Nc3ccc4c(c3)OCO4)n(CCc3ccccc3)c(=O)c2S1 (configuration not stated) | 5 | -3 | -1 | -1.3 | 1 | 0 | 7 | 0 | 1 | 7
COc1nc(C)ccc1-c1noc(-c2ccncc2)n1 | -2 | 8 | -4 | 0.9 | 4 | -3 | -4 | -3 | -2 | 11
O=C(CC12CC3CC(CC(C3)C1)C2)NC(=S)NCc1ccco1 | 7 | -13 | 7 | -1.2 | -31 | -1 | -1 | 3 | -3 | 1
CCN1CCN(C(=O)CS(=O)(=O)Cc2nc(-c3ccccc3C)oc2C)CC1 | -5 | 2 | 0 | 0.1 | 2 | -4 | -5 | -6 | 1 | -10
Cc1onc(-c2ccccc2)c1C(=O)NNC(=S)NC(=O)c1ccc(F)cc1 | 4 | 2 | -2 | -0.8 | 3 | 3 | 9 | 3 | 3 | 7
O=C(/C=C/c1c(Cl)cccc1Cl)n1cccn1 | -2 | 9 | 2 | -0.9 | 30 | 6 | 4 | 4 | 1 | -7
COc1ccc(/C=N/N2CCOCC2)cc1Cn1cc([N+](=O)[O-])cn1 | -2 | 7 | 0 | -1.7 | 4 | 6 | -2 | -2 | 4 | 15
CC(=O)C1=C(O)C(=O)N(c2ccc(S(=O)(=O)Nc3nccs3)cc2)C1c1ccc([N+](=O)[O-])cc1 (configuration not stated) | -9 | 8 | 5 | -0.9 | 7 | 2 | 11 | 1 | -1 | 6
Cc1ccc(-c2csc3nc[nH]c(=O)c23)c(C)c1 | 5 | -5 | -1 | 1.1 | 7 | -2 | -1 | 2 | -8 | 13
Cc1sc2ncnc(N3CCC(C(=O)NNC(=O)c4ccccc4Cl)CC3)c2c1C | -6 | 2 | -5 | -2.7 | 0 | 3 | 3 | -2 | 2 | 1
N#CC1(NC(=O)COC(=O)c2ccc(-c3ccc(O)cc3)cc2)CCCCC1 | -2 | -6 | 1 | -1.2 | -20 | 12 | 3 | 2 | -18 | 5
O=C(O)Cn1cc(/C=C/[N+](=O)[O-])c2ccccc21 | -6 | 3 | 1 | -1.5 | -1 | 2 | 8 | 3 | 3 | -1
Cc1ccnc(N2C(=O)c3ccccc3C2Nc2ccccc2Cl)c1 (configuration not stated) | 1 | 2 | 3 | 1.1 | -13 | 3 | 1 | -5 | -5 | 10
COC(C(=O)Nc1ccc(S(=O)(=O)Nc2ccc(C)c(C)c2)cc1)c1ccccc1 (configuration not stated) | 4 | -28 | -3 | -0.6 | -69 | -2 | 1 | 3 | -26 | -8
CCc1ccc2n(-c3ccc(OC)cc3)c([S-])c(C(=O)Nc3cc(C)cc(C)c3)[n+]2c1 | 90* | 4 | 1 | 2.1 | -8 | -13 | 7 | -1 | -2 | 2
O=C(Nc1cccnc1Cl)c1cccnc1Cl | 4 | -4 | -4 | 1.3 | -2 | 5 | 2 | 4 | 0 | 4
C=CCNc1nc(Cl)nc(NC2CCCCC2)n1 | 2 | 3 | -1 | 1.8 | 0 | 2 | -6 | 1 | 1 | -7
CC(C)N(Cc1nc(-c2ccc(Cl)cc2)no1)C(=O)C(c1ccccc1)c1ccccc1 | 0 | -5 | -3 | -2.3 | -5 | 9 | -1 | 2 | 8 | 4
COc1ccccc1OCCSc1nc2ccccc2n1CCO | 2 | 0 | 0 | 0.7 | -10 | 0 | -4 | -2 | 1 | 4

Screening data (PubChem BioAssay)

This is a subset; rates above refer to the full screens.
